Assay outcomes as filed in PubChem.
KLK7 zymogen act: activators of human kallikrein-7 zymogen | P49862 | purified proKLK7, EDANS-DABCYL substrate fluorescence; 100% is mature enzyme control, 0% vehicle | activation, % at 7 µM | 370,000 tested, 0.9% active | AID 652039;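 active = activation above the mean of all tested compounds plus 3 SD, computed per campaign excluding outliers beyond control limits, cut at about 13% in these data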
NPR1 activator: GC-A (human) enzyme activation; 370,000 tested, 0.14% active; P16066; activation, % at 10 µM; AID 1671463; HEK293 GC-A cells, cGMP TR-FRET, EC30 ANP; 0% at EC30 ANP, 100% saturating ANP; in the data active = activation above about 40%
rCAG binder: binds r(CAG) RNA repeats | r(CAG) RNA repeat, TO-PRO-1 dye displacement fluorescence | inhibition, % at 3 µM | 370,000 tested, 1.3% active | AID 651821;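 active = inhibition above the plate cutoff, the mean of all test compounds on that plate plus 3 SD, cut at about 35% in these data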;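 note: 0% = DMSO alone and 100% = 100 µM mitoxantrone as full dye displacement; higher means more dye released from RNA so lower well fluorescence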
GAA850 FXN act: frataxin GAA850 promoter activation; activation, % at 6 µM; 360,000 tested, 0.56% active; HEK293 lucGAA850 FXN promoter luciferase reporter, 24 h; percent of 10 µM SAHA response; AID 540364;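 active = activation above the average of all compounds screened plus 3 SD, cutoff fixed separately per campaign, cut at about 7.5% in these data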;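 note: 0% = DMSO wells and 100% = 10 µM SAHA wells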
ASAP1 inh: blocks human ASAP1-stimulated Arf1 GTP hydrolysis | 360,000 tested, 0.19% active | inhibition, % at 16.5 µM | GDP FP detection | AID 624377; in the data active = inhibition above about 25%;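 note: 0% = vehicle with enzyme and substrate and 100% = no enzyme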
sPLA2-III inh: Blocks human group III sPLA2 activity; Q9NZ20; QFRET BODIPY PC-A2 liposome hydrolysis, fluorescence; inhibition, % at 12.2 µM; 370,000 tested, 0.56% active; AID 743126;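 active = inhibition above mean plus 3 SD of compounds lying within the high and low control bounds, cut at about 19% in these data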;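 note: 0% = median of test compound wells and 100% = no enzyme DMSO wells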
ARFGAP1 inh: inhibits rat ARF GTPase activating protein 1; AID 651572; Q62848; 360,000 tested, 0.26% active; Arfgap1-stimulated ARF1 GTP hydrolysis, GDP FP detection; inhibition, % at 16.5 µM;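 active = inhibition above a per-plate limit, mean inhibition of low control wells plus 3 SD, cut at about 25% in these data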;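 note: 0% = DMSO wells with enzyme and 100% = wells lacking Arfgap1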
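Material: rat Arfgap1 catalytic domain, aa 1-136; also added: human ARF1(Δ1-17)-GTP substrate; compound dosing: one concentration, 16.5 µM, DMSO 1.26%; incubation: GTP hydrolysis reaction 2 h at 25 °C; measured by: Tracer-displacement fluorescence polarization with EDTA stop, 620/688 nm; evaluation: % inhibition from polarization; repeats: one replicate per compound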
DDE Tn6 FP inh: DD(E)-Tn6 binding inhibition, primary FP screen. Fibrin DD(E) TRITC-Tn6 fluorescence polarization displacement. inhibition, % at 8.3 µM. P02675. 370,000 tested, 0.21% active;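 active = inhibition above a per-campaign cutoff: mean of compounds within control limits plus 3 SD, cut at about 15% in these data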;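 note: 0% = median of all compound wells on the plate and 100% = blocking peptide control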
NPR2 activator: GC-B (human) receptor activation; 370,000 tested, 0.11% active; activation, % at 10 µM; HEK293-GC-B cells, CNP EC30, cGMP TR-FRET; 0% at EC30 CNP, 100% saturating CNP;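 active = activation at 10 µM reaching about 35% in either raw or pattern-adjusted values, limit read from the data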
Target sequence (P20594 whole entry, looked up): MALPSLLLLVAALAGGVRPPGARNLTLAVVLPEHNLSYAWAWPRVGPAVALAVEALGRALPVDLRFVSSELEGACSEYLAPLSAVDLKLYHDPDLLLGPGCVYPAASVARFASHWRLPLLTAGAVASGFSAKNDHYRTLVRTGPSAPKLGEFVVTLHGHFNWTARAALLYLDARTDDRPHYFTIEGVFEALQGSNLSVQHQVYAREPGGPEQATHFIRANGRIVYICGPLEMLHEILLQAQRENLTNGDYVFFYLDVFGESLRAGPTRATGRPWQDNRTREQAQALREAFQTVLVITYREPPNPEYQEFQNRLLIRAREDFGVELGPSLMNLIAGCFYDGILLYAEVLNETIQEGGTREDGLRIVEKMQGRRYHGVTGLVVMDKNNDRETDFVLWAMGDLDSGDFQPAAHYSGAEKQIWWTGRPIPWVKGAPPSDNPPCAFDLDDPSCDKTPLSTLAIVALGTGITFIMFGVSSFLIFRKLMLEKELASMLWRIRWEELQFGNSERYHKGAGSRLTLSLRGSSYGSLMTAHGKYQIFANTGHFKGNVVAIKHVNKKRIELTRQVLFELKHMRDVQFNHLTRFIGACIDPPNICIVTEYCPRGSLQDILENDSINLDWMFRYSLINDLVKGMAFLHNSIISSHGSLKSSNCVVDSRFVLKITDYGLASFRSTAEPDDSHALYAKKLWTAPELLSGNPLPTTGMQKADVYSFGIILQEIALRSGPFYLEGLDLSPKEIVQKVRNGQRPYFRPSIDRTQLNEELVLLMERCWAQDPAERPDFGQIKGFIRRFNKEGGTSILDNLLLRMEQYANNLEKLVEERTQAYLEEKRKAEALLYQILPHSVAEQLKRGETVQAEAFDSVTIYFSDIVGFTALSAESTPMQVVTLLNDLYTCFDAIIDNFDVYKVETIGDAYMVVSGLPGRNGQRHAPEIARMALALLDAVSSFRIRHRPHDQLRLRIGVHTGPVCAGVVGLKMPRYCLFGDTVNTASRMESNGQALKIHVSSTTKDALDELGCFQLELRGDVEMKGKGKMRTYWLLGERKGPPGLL
ADAM10 inh: inhibits human ADAM10. O14672. recombinant ADAM10, EDANS/DABCYL FRET peptide cleavage, 3 h. inhibition, % at 7 µM. 370,000 tested, 0.62% active. AID 720582;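 active = inhibition above a per-campaign cutoff equal to the mean of compounds falling between control-based bounds plus 3 SD, cut at about 20% in these data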;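 note: 0% = DMSO wells while the 100% control is not disclosed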
An asterisk follows results filed as active; nt = no result given.

SMILES	KLK7 zymogen act	NPR1 activator	rCAG binder	GAA850 FXN act	ASAP1 inh	sPLA2-III inh	ARFGAP1 inh	DDE Tn6 FP inh	NPR2 activator	ADAM10 inh
Cc1ccccc1OCC(=O)NCCN(C)C	-0.1	1	2	-2.3	6	2	1	-13	2	-8
O=C(/C=C\c1ccccc1)Nc1ccc(NC(=O)c2ccco2)cc1	3.9	-2	-2	2.4	-9	-10	-1	9	-1	-5
CN(CC(=O)NCc1ccccc1Cl)S(=O)(=O)c1cccs1	0.2	1	0	-1.0	-1	5	3	0	-4	-10
Cc1cc(F)ccc1-c1cc(C(=O)NC2CCCCC2)[nH]n1	-0.1	2	2	5.4	12	-5	5	-2	2	-11
O=C(Nc1ccc(SC(F)F)cc1)c1cccc2nc3ccccc3nc12	-0.5	0	-2	2.4	9	8	-4	-3	-5	3
CCOC(=O)c1ccc(NC(=S)NCCCN2CCOCC2)cc1	0.0	6	-2	-0.8	9	4	-2	-11	-2	5
CC(=O)Nc1ccc(C(=O)COC(=O)Cc2ccsc2)c(F)c1	3.2	-3	2	-0.9	13	-2	-1	-4	-7	-7
CC(=O)c1ccc(NC(=O)c2ccc([N+](=O)[O-])o2)cc1	-0.5	-9	1	6.9	-4	-2	-9	-3	-2	0
COc1ccc(OCCOC(=O)CNC(=O)c2cccc(C)c2)cc1	0.1	2	-4	1.1	-3	-3	12	-3	1	5
CN1C(=O)c2cc(NC(=O)Cc3ccccc3)ccc2OC[C@H]2O[C@H](CC(=O)O)CC[C@H]21	-0.4	-3	3	nt	nt	1	nt	0	4	-2
CCS(=O)(=O)n1nc(-c2cccnc2)nc1NCc1ccc(F)cc1	-0.3	4	-5	1.8	-20	-5	6	2	1	1
Cc1cccc(C)c1OCCOC(=O)c1n[nH]c2ccccc12	-0.1	-1	-2	4.5	-1	-26	-2	2	-10	1
Cc1ccccc1N/N=C/c1sc(=O)n(Cc2cccc(C(=O)O)c2)c1Cl	0.3	5	69*	0.4	2	-12	17	0	-3	-5
C=C(c1ccc(O)cc1)c1ccc(O)cc1	-1.8	8	6	-1.0	12	-82	13	4	0	5
CCOc1cccc(CN2CCC(n3nccc3NC(=O)C3CC3)CC2)c1O	0.2	-1	-2	-1.2	-13	-1	-8	9	5	-5
O=C(CN1C(=O)CCSc2ccccc21)NC1CCCCC1	0.7	-10	-4	0.3	7	4	2	1	-8	-2
CCCn1ncc(CN2CCC(n3nccc3NC(=O)c3ccccc3Cl)CC2)c1C	-0.2	1	-9	0.8	3	3	-2	3	3	-6
FC(F)(F)c1ccccc1NC(=S)N1CCCCCC1	-0.5	2	1	0.0	-3	0	-9	3	0	0
CCOC(=O)/C=C1/SCC(=O)N1CC(=O)NC12CC3CC(CC(C3)C1)C2	1.0	1	1	3.4	-21	-6	0	1	1	-8
N/C(=N\O)c1ccc(N2CCN(c3ncccc3C(F)(F)F)CC2)nc1	-0.9	1	-6	3.4	6	0	10	1	2	-2
CCOc1ccc(CCNC(=O)CSc2cc(=O)n(C)c3ccccc23)cc1OCC	-0.1	-2	-5	2.1	-13	-2	6	2	2	-1
CC(CN1CCCCC1)OC(=O)COc1ccc(Br)cc1 (stereo not drawn)	-0.2	1	2	1.7	3	8	-6	3	3	-5
O=[N+]([O-])c1cccnc1NCCc1c[nH]c2ccccc12	0.0	-5	2	2.4	-8	-25	17	-2	-1	-4
CCc1ccc(NC(=O)COC(=O)CCCC2=NS(=O)(=O)c3ccccc3N2)cc1	-1.7	1	1	1.0	-11	1	0	-9	3	-56
CCn1c(=O)c(-c2cc(=O)[nH][nH]2)c(O)c2ccccc21	0.1	-1	6	0.5	-15	-4	-2	3	-2	-12
COc1ccc(C(=O)OCCNC(=O)c2c(Cl)nc3ccccn23)cc1	0.1	9	0	1.5	-6	-5	-4	7	7	3
O=C1CC(c2ccccc2)NC(=S)N1 (stereo not drawn)	-0.3	1	-1	0.9	3	12	-11	1	-3	-5
COc1cccc(Nc2nc(N)c([N+](=O)[O-])c(NCc3ccccc3)n2)c1	-0.7	31	18	2.9	-2	-21	10	-8	21	11
Cc1ccc(CN2C(=O)CCC2C(=O)NCc2cccnc2)cc1 (stereo not drawn)	-0.8	0	2	-0.7	4	1	-4	3	2	3
COc1ccc(Nc2nc3ccccc3c(=O)[nH]2)cc1	0.5	-1	4	1.0	-5	1	4	0	4	-122
CCOC(=O)C1CCN(C(=O)c2c(C)oc3c2C(=O)c2ccccc2C3=O)CC1	0.0	2	12	0.5	-6	1	2	1	-6	-11
CCOc1ncccc1C(=O)OCC(=O)Nc1c(C)cc(C)cc1C	0.3	0	-5	0.9	14	2	3	-4	-4	3
Cn1nc(C(C)(C)C)cc1N1C(=O)CCC1(C)C(=O)NC1CCCCC1 (stereo not drawn)	0.1	-3	-2	nt	-11	3	16	-5	3	3
CCOC(=O)c1ccc(NC(=O)CSc2nnc(-c3cccs3)n2C)cc1	0.0	-8	-2	1.8	-1	7	-3	5	-4	-8
O=C(N/N=C/c1ccc([N+](=O)[O-])o1)c1ccccc1NS(=O)(=O)c1cccs1	-0.3	5	45*	1.4	-4	-10	0	-5	7	6
CC(=O)CSc1ccc(-c2nc3cc(C)c(C)cc3[nH]2)cn1	1.7	4	-5	-12	3	-23	2	-4	1	-123

Part of the list above, with each value named:
> CCOC(=O)c1ccc(NC(=O)CSc2nnc(-c3cccs3)n2C)cc1
  KLK7 zymogen act: 0.0
  NPR1 activator: -8
  rCAG binder: -2
  GAA850 FXN act: 1.8
  ASAP1 inh: -1
  sPLA2-III inh: 7
  ARFGAP1 inh: -3
  DDE Tn6 FP inh: 5
  NPR2 activator: -4
  ADAM10 inh: -8
> O=C(N/N=C/c1ccc([N+](=O)[O-])o1)c1ccccc1NS(=O)(=O)c1cccs1
  KLK7 zymogen act: -0.3
  NPR1 activator: 5
  rCAG binder: 45*
  GAA850 FXN act: 1.4
  ASAP1 inh: -4
  sPLA2-III inh: -10
  ARFGAP1 inh: 0
  DDE Tn6 FP inh: -5
  NPR2 activator: 7
  ADAM10 inh: 6

Other compounds follow:
SMILES	KLK7 zymogen act	NPR1 activator	rCAG binder	GAA850 FXN act	ASAP1 inh	sPLA2-III inh	ARFGAP1 inh	DDE Tn6 FP inh	NPR2 activator	ADAM10 inh
Cc1cccc(-c2noc(-c3csc([C@@H]4C[C@H](O)[C@@H](CO)O4)n3)n2)c1	-0.2	1	0	1.8	7	-1	0	-10	-1	-13
O=C(CC1SC(=O)NC1=O)Nc1ccc(Cl)cc1 (stereo not drawn)	-0.9	-2	13	-0.9	-3	-8	-1	3	-6	8
CCNc1nc(Cl)nc(NCCOc2ccc(C)cc2)n1	0.3	1	1	-2.0	0	0	4	5	6	1
Cc1ccsc1C(=O)Nc1cccc(S(=O)(=O)N(C)C)c1	-0.4	0	1	1.3	-7	5	-2	-1	4	-7
O=c1c(Cl)c(NCc2ccccc2Cl)cnn1C12CC3CC(CC(C3)C1)C2	-0.5	1	-3	5.8	3	-4	-2	6	9	0
Cc1ccc(C)c(NC(=O)c2nnn(Cc3ccccc3)c2N)c1	-0.5	0	0	0.6	-1	-3	10	2	-2	7
CC(=O)N1c2ccc(S(=O)(=O)N3CCC(C(=O)Nc4ccc(F)cc4)CC3)cc2CC1C (stereo not drawn)	-0.1	-4	-1	1.6	1	0	2	1	-4	-1
Cc1ccc(-n2c(SCc3cccc(F)c3)nnc2-c2cccc(C)c2)cc1	-0.5	-27	0	nt	nt	2	nt	-9	-23	0
NC(=O)c1ccc(-c2noc(-c3ccccc3F)n2)cc1	0.0	-2	1	0.6	7	1	5	-5	-10	-5
CN1C(=O)C(C(=O)NC(C)(C)C)C2c3ccccc3OC13CCCCC23 (stereo not drawn)	0.3	-5	-9	-1.7	-10	-3	2	6	0	-4
NC(=O)COc1c(-c2ccco2)oc2ccccc2c1=O	4.0	10	0	4.0	-11	4	1	10	-1	-307
CC(=O)c1cc(Cl)ccc1OCc1cccc(S(=O)(=O)N2CCOCC2)c1	0.3	6	-2	3.0	8	-19	2	-1	-2	-8
CC(C)c1ccc(NS(=O)(=O)c2ccc(Cl)nc2)cc1	0.6	3	6	0.4	0	-22	7	-4	-2	17
Clc1ccc(/C=C\c2nccc3c2[nH]c2ccccc23)cc1	-6.5	5	12	2.5	-4	-12	2	-16	2	-186
COc1ccc(C(C)=O)cc1COC(=O)c1ccc(S(=O)(=O)N(C)C)cc1	1.1	-1	6	-1.2	17	-5	9	0	6	4
COc1ccc(C(CNC(=O)Cc2ccc3ccccc3c2)N(C)C)cc1 (stereo not drawn)	0.2	-2	-1	2.0	6	-7	-5	-11	1	6
CC(Sc1nnc(Cc2cccs2)n1C1CCCCC1)C(N)=O (stereo not drawn)	0.1	-2	-5	3.5	0	2	7	-3	-2	4
COc1ccc(C(=O)Nc2ccc(Cl)cc2C(=O)NCCO)cc1	-0.1	-3	-4	1.9	4	5	1	4	-3	-2
CCOc1cc(C(=O)OCC(=O)Nc2ccc(F)cc2Cl)ccc1OCC(=O)N1CCOCC1	-0.6	0	-2	0.2	12	0	21	4	-3	3
CS(=O)(=O)N(CCC#N)Cc1ccco1	-0.5	-2	0	-0.2	-13	-1	-3	0	5	0
COc1ccc(CCNC(=O)C2CC(=O)N(c3ccccc3)C2)cc1OC (stereo not drawn)	-0.1	2	-3	-0.2	9	6	6	-2	1	3
Cc1cc(=O)[nH]c(SCC(=O)Nc2nc3c(s2)CCCC3)n1	-0.1	2	4	-0.5	-6	-1	-4	2	-5	-6
Cc1ccc(NC(=O)c2cc(-c3cccs3)on2)cc1C	-0.8	7	1	4.9	1	-4	1	4	0	1
